# Screens: PubChem BioAssay, several laboratories
# SIAE primary: human SIAE inhibition, primary screen; Q9HAT2; SIAE FP-Rh probe binding, fluorescence polarization; inhibition, % at 9.66 µM; hit rate 0.69% among 370,000; AID 1053197;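 active = inhibition above a cutoff: mean of compounds within the control limits plus 3 SD of those, cut at about 17% in these data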;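 note: 0% = plate median of compound wells and 100% = probe without SIAE protein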
# Target sequence (Q9HAT2 whole entry, looked up): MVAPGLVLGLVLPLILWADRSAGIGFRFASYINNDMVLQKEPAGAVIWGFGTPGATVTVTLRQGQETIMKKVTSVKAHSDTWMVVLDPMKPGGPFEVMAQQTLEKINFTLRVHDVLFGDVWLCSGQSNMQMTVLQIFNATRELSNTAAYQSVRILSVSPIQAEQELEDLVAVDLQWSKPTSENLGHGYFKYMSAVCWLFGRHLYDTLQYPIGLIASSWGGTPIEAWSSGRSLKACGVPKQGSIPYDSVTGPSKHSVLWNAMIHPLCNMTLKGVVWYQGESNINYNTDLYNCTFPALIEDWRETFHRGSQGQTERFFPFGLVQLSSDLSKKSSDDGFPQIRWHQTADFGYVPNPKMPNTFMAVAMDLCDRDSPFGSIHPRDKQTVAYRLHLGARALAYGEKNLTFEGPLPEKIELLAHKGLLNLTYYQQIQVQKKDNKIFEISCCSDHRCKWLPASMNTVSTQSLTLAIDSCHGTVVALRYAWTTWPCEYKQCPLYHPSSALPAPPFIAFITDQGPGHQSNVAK
# rCAG RNA binder: r(CAG) repeat RNA binding. TO-PRO-1 dye displacement fluorescence. inhibition, % at 3 µM. hit rate 1.3% among 370,000. AID 651821;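 active = inhibition above the plate cutoff, the mean of all test compounds on that plate plus 3 SD, cut at about 35% in these data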;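 note: 0% = DMSO alone and 100% = 100 µM mitoxantrone as full dye displacement; higher means more dye released from RNA so lower well fluorescence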
# PG9 binder: binds the HIV-1 gp120 antibody PG9. AID 624416. hit rate 0.43% among 360,000. inhibition, % at 6.7 µM. TR-FRET gp120-PG9 antibody binding; in the data active = inhibition above about 8.5%
# LEDGF integ inh: blocks HIV-1 LEDGF/p75-dependent DNA integration | hit rate 0.64% among 370,000 | inhibition, % at 3.7 µM | TR-FRET IN-LEDGF/p75 DNA integration, Eu/Cy5;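 active = inhibition above the screen-wide mean plus 3 SD, cut at about 13% in these data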;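 note: signal is the Cy5 over europium emission ratio at 671 and 618 nm; 0% = plate median of compound wells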
# PRMT1 inh: blocks human protein arginine methyltransferase 1; Q99873; recombinant PRMT1, activity-based probe fluorescence polarization; inhibition, % at 2.79 µM; hit rate 1.3% among 370,000;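 active = inhibition above about 21% made by adding two undisclosed values, limit read from the data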
# TCR-CD3 inh: blocks the human TCR-CD3 interaction; inhibition, % at 9.4 µM; TAMRA-labeled TCR probe fluorescence, biochemical; hit rate 0.37% among 360,000; AID 651800; in the data active = inhibition above about 19%;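 note: recombinant mutant TCR 2C K166C tagged with TAMRA read by polarization; 0% = receptor in buffer alone and 100% = receptor with positive control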
# Rev-erbA mod: modulators of human Rev-erb alpha DNA binding. P20393. hit rate 0.79% among 370,000. AID 1259318. Rev-erbα–FITC-DNA binding, fluorescence polarization, 90 min. activity, % at 10 µM;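 active = activity above about 14%, limit read from the data; passing the limit was not always enough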;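 note: 0% = DMSO wells with 35 nM protein and 100% = DMSO wells with 750 nM protein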
# ABHD4 inh: inhibitors of mouse ABHD4; Q8VD66; purified mABHD4, FP-Rh probe fluorescence polarization; inhibition, % at 8.92 µM; hit rate 0.54% among 370,000; AID 720543;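 active = inhibition exceeding the mean over every tested compound plus 3 SD, cut at about 30% in these data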;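 note: 0% = plate median of compound wells and 100% = S159A mutant with DMSO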
#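 Assay system: wild-type mouse ABHD4 protein; compound: single nominal dose of 8.92 µM, 0.89% DMSO final; schedule: 45 min + 60 min at 25 °C; measured by: FP readout, ex 525 nm / em 598 nm; evaluation: % inhibition of FP-Rh probe binding versus controls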
# HTRA1 inhibitor: blocks human HTRA1 serine peptidase | Q92743 | recombinant HTRA1, FP-rhodamine activity-based probe, fluorescence polarization | inhibition, % at 5.96 µM | hit rate 0.5% among 340,000 | AID 504803; in the data active = inhibition above about 36%;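 note: 0% = enzyme with DMSO and 100% = wells lacking enzyme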
# TDP2 inh: blocks human TDP2 phosphodiesterase activity; inhibition, % at 12.8 µM; O95551; AID 720702; hit rate 0.34% among 370,000; recombinant TDP2, T5PNP hydrolysis, p-nitrophenol absorbance 415 nm;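 active = inhibition above the mean of all tested compounds plus 3 SD, set per campaign, cut at about 25% in these data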;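 note: 0% = DMSO with enzyme and 100% = buffer with substrate but no TDP2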
#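 System: recombinant human TDP2 / Amount: 120 nM TDP2 per well / Also added: 5 mM T5PNP chromogenic substrate / Doses: 12.8 µM single point, 1% DMSO / Incubation: 2 h at 37 °C / Detection: p-Nitrophenol epi absorbance / Evaluation: % inhibition relative to enzyme-containing and enzyme-free wells / Repeats: singlicate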
# The depositor's hits bear a star; nt = not tested or not shown.
SMILES,SIAE primary,rCAG RNA binder,PG9 binder,LEDGF integ inh,PRMT1 inh,TCR-CD3 inh,Rev-erbA mod,ABHD4 inh,HTRA1 inhibitor,TDP2 inh
Cc1ccnc2nc(C(=O)Nc3ccc(N4CCOCC4)cc3)nn12,10,1,-3.9,0,-2,3,4,-1,-2,2
CNC(=O)c1ccc(-n2cccn2)nc1,-4,-1,0.0,-2,-4,8,1,-6,6,-1
COc1ccc(C)cc1-n1c(N)c(C#N)c(C#N)c1-c1ccc(OC)c(OC)c1OC,6,2,-2.1,3,0,0,-2,-7,-1,0
COc1ccc(OCC(=O)NN2Cc3ccccc3C2=N)cc1,-4,0,0.9,-2,3,-5,-2,-9,2,-16
Cc1ccc2nc(SCC(=O)Nc3ccc(C(N)=O)cc3)[nH]c2c1,4,4,1.5,-2,5,-15,-8,-7,-9,-2
O=C1C2C(c3ccccc3)CC=CC2[C@H](c2ccc(C(F)(F)F)cc2)N1Cc1ccccc1 (some centres not stated),1,1,1.0,-3,-2,3,2,-11,-49,-4
O=C(CSc1nc2[nH]ncc2c(=O)n1-c1ccccc1)NCCc1ccccc1,9,-3,-2.1,4,-2,7,-2,-1,-3,-9
O=c1c(C/C=C/c2ccccc2)c(O)nc2n1CCCS2,2,2,-2.1,-2,1,2,2,2,-3,6
COC(=O)c1c(Oc2nc(OC)cc(OC)n2)cccc1Oc1nc(OC)cc(OC)n1,6,-4,-0.4,0,1,2,-2,-4,1,-3
COc1ccc(OC)c(C2NC(=S)NC3=C2N2CCC3CC2)c1 (configuration not stated),3,-2,1.8,-2,2,0,0,-2,-1,9
CCOc1ccc(N2C(=O)CC(NCCc3c[nH]c4ccccc34)C2=O)cc1 (configuration not stated),7,0,-1.9,-3,31*,-1,-5,5,-2,12
COC(=O)c1ccc(S(=O)(=O)N(C2CCCCC2)C2CCCCC2)n1C,3,-1,-0.7,-2,2,-4,-1,0,-1,7
CCCC1Cc2nc(Cl)c(C#N)cc2CO1 (configuration not stated),-7,3,-1.5,0,0,7,0,7,nt,5
CSCCC(NC(=O)OCc1ccccc1)C(=O)O (configuration not stated),-6,3,-2.7,-2,-3,0,10,0,-5,1
CCOC(=O)c1c(C)c(C(=O)N2CCc3ccccc3C2)c(C)n1CC,-1,-4,-1.9,-1,-2,0,-6,0,-1,-2
CCN(CC)S(=O)(=O)c1cccc(-c2csc(C)n2)c1,2,-2,-0.6,1,-1,6,1,-3,3,5
Cc1nonc1C1CCCN1C(=O)c1cc(COc2cccc(C(F)(F)F)c2)on1 (configuration not stated),-8,-6,0.3,-2,-1,6,5,-7,-12,5
O=C(Nc1ccccc1[N+](=O)[O-])c1cc(S(=O)(=O)N2CCOCC2)cs1,1,-4,-2.7,-1,1,1,5,9,3,1
CC1CN(C2CC(C)(C)NC(C)(C)C2)CCC1=O (configuration not stated),-8,-3,2.2,-4,4,-13,1,-12,6,-5
O=C(CCC(=O)N1CCOc2ccccc21)NCCCc1ccccc1,5,-1,-1.0,0,3,-7,-5,5,-8,-6

# By substructure: the entries above with a halogen
SMILES,SIAE primary,rCAG RNA binder,PG9 binder,LEDGF integ inh,PRMT1 inh,TCR-CD3 inh,Rev-erbA mod,ABHD4 inh,HTRA1 inhibitor,TDP2 inh
O=C1C2C(c3ccccc3)CC=CC2[C@H](c2ccc(C(F)(F)F)cc2)N1Cc1ccccc1 (some centres not stated),1,1,1.0,-3,-2,3,2,-11,-49,-4
CCCC1Cc2nc(Cl)c(C#N)cc2CO1 (configuration not stated),-7,3,-1.5,0,0,7,0,7,nt,5
Cc1nonc1C1CCCN1C(=O)c1cc(COc2cccc(C(F)(F)F)c2)on1 (configuration not stated),-8,-6,0.3,-2,-1,6,5,-7,-12,5

# Carrying on:
SMILES,SIAE primary,rCAG RNA binder,PG9 binder,LEDGF integ inh,PRMT1 inh,TCR-CD3 inh,Rev-erbA mod,ABHD4 inh,HTRA1 inhibitor,TDP2 inh
COC(=O)[C@]12C[C@H](CC(=O)NCc3ccc(C)o3)C(=O)N(CCc3ccc(OC)c(OC)c3)C1=C[C@H](C(C)(C)C)O[C@@H]2C,5,3,nt,-1,3,nt,4,-3,nt,3
CCOc1ccc(N2CC(C(=O)NCc3ccco3)CC2=O)cc1 (configuration not stated),-5,3,0.7,-1,2,7,1,1,-1,-6
Cc1cc(Nc2ccc(Cl)c(C(F)(F)F)c2)cc(=O)n1-c1ccc(Cl)c(C(F)(F)F)c1,-20,8,-1.1,-3,1,3,2,-23,nt,-5
O=C(CSc1nc(-c2ccccc2)cc(=O)[nH]1)Nc1ccccc1,1,-2,0.3,-3,2,-5,5,1,-4,2
COC(=O)c1ccc(CNC(=O)COC(=O)/C=C/c2cc(OC)c(OC)c(OC)c2)cc1,-7,-2,-1.8,1,-2,0,-4,-1,0,-2
C=CCc1ccc(OCC(O)CO)c(OC)c1 (configuration not stated),-1,0,-2.2,1,1,5,-2,5,0,6
O=C(OCC(=O)N1CCN(C(=O)c2ccco2)CC1)c1ccc(Cl)cc1,-6,2,-0.1,1,0,5,-5,-1,6,-3
Nc1c(C(=O)NCCN2CCOCC2)c2nc3ccccc3nc2n1-c1ccc2c(c1)OCO2,6,14,-4.3,11,14,4,-1,17,6,10
CC1=NN(C(C#N)c2ccccc2)C(c2ccccc2)C1 (configuration not stated),-1,-1,-0.7,0,-1,4,5,0,nt,-2
CS(=O)(=O)N1Cc2ccccc2CC1C(=O)Nc1ccccc1C(N)=O (configuration not stated),-1,4,-0.4,2,-1,11,-6,3,21,2
CCCC1NC(=O)c2cccnc2-n2c1nc1cc(C)cc(C)c1c2=O (configuration not stated),-5,-1,-0.7,4,-4,4,-3,0,-3,-11
COc1ccc(CC(=O)N/N=C(\C)c2cccs2)cc1,-8,0,-3.6,0,4,5,0,3,-7,7
Cc1cc(C)c(C(=O)OCCNC(=O)c2cccnc2)cc1C,6,-5,-2.5,-2,-1,8,-8,0,2,2
O=C(COC(=O)c1ccccc1F)Nc1ccc2c(c1)OCCO2,-7,-3,-0.3,2,1,2,4,0,-2,0
CC(C(=O)NCc1ccc(Cl)cc1)n1cccc1C(=O)c1ccccc1 (configuration not stated),-7,-4,-1.2,1,-2,9,-4,-7,-3,-1
CC(C)C(c1nnnn1Cc1ccccc1)N1CCN(Cc2ccco2)CC1 (configuration not stated),-1,-12,-0.6,1,0,1,1,-2,-4,6
CCC(C)(C)n1nnnc1C(c1ccc2ncccc2c1)N1CCN(c2nc3ccccc3s2)CC1 (configuration not stated),-5,6,0.8,-3,-1,-4,-2,-4,-44,-1
Cc1ccc2c(c1)C1CN(C)CCC1N2C(=O)COc1ccccc1F (configuration not stated),4,-2,-1.0,1,-2,6,7,3,4,2
NC(=O)c1ccc(-n2nnnc2SCC(=O)Nc2ccc(N3CCOCC3)c(Cl)c2)cc1,13,0,-0.4,0,-1,5,5,-3,5,12
Cc1ccccc1OCC(O)CN(CCO)Cc1ccccc1 (configuration not stated),14,-4,0.1,-2,-2,1,0,6,4,10
CC1Sc2ccc(C(=O)OCc3ccccc3Cl)cc2NC1=O (configuration not stated),-3,-1,-0.4,-5,2,-2,-3,3,-8,5
Cc1ccc(C)c(NC(=O)COC(=O)c2ccc3c(c2)OCCO3)c1,-3,2,1.8,-4,-1,-3,-1,3,2,3

# Three entries out of the list above, ordered by the value under PG9 binder, falling:
molecule	PG9 binder
CC(C)C(c1nnnn1Cc1ccccc1)N1CCN(Cc2ccco2)CC1 (configuration not stated)	-0.6
Cc1ccc2c(c1)C1CN(C)CCC1N2C(=O)COc1ccccc1F (configuration not stated)	-1.0
COc1ccc(CC(=O)N/N=C(\C)c2cccs2)cc1	-3.6

# The list is partial (hit frequency here may not be typical).
